yeast cln2 rad14 – NCI yeast anticancer drug screen, S. cerevisiae cln2 rad14 strain; % growth inhibition at 50 µM; AID 165; 8.3% of 78,000 active;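 also: 0% = growth of vehicle-only cultures of the same strain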
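cln2 rad14 yeast strain; compound exposure; growth inhibition read vs vehicle controls.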
mlh1 rad18 – NCI yeast anticancer drug screen, S. cerevisiae mlh1 rad18 strain | 11% of 79,000 active | growth inhibition, % at 50 µM;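 also: 0% = growth of vehicle-only cultures of the same strain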
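Inhibition values reflect reduced growth of mutant yeast versus vehicle-treated controls following compound exposure; the mutations affect DNA damage repair.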
yeast sgs1 mgt1 – NCI yeast anticancer drug screen, S. cerevisiae sgs1 mgt1 strain; % growth inhibition at 50 µM; 10% of 78,000 active;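 also: 0% = growth of vehicle-only cultures of the same strain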
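This yeast growth screen uses a strain with defined DNA-repair lesions; compound-treated growth is compared with vehicle-treated growth.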
mec2-1 – NCI yeast anticancer drug screen, S. cerevisiae mec2-1 strain; AID 157; 9% of 79,000 active; growth inhibition, % at 50 µM;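 also: 0% = growth of vehicle-only cultures of the same strain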
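Vehicle-treated cultures served as reference for growth inhibition of compound-exposed mec2-1 yeast.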
rad50 – NCI yeast anticancer drug screen, S. cerevisiae rad50 strain; growth inhibition, % at 50 µM; 10% of 79,000 active;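 also: 0% = growth of vehicle-only cultures of the same strain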
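A DNA repair-deficient yeast mutant serves as the test organism; compound-induced growth inhibition is calculated against vehicle-treated cells.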
bub3 – NCI yeast anticancer drug screen, S. cerevisiae bub3 mutant strain; growth inhibition, % at 50 µM; 9.9% of 78,000 active; AID 167;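 also: 0% = growth of vehicle-only cultures of the same strain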
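Whole-cell yeast assay. The mutant strain was incubated with compounds, and growth inhibition was determined by comparison with vehicle-treated cells.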
* hit, by the source's call; nt = no result given; & = joins results of further samples; ! = not active in a repeat. Rule as the data show it: active = growth inhibition above about 70%; inactive = the rest. Only part of the results is shown (hit frequency here may not be typical).

Order of results: yeast cln2 rad14	mlh1 rad18	yeast sgs1 mgt1	mec2-1	rad50	bub3
Cc1ccc(N=P(c2ccccc2)(c2ccccc2)c2ccccc2)cc1.[I][Hg][I]
 : 99*	99*	99*	100*	95*	98*
O=C(O)COc1ccc(Cl)cc1
 : -14&-1	-10&-3	-36&-4	5&-15	9&14	2&4
O=C=Nc1ccc(Br)cc1
 : -17	29	16	12	26	24
NCCc1ccc(S(=O)(=O)O)cc1[N+](=O)[O-]
 : 1	-19	-20	-6	-44	-38
NC(CCSCCF)C(=O)O (configuration not stated)
 : -3	35	13	9	37	24
OC[C@@H](O)[C@@H](O)CO
 : 15	10	-12	0	3	-6
COC(=O)C1C(OC(=O)C(Cl)(c2ccccc2)c2ccccc2)CC2CCC1N2C (configuration not stated)
 : 8	-7	-20	-6	-5	-21
CN(C)c1ccc(CN(Cc2ccccc2)CC(O)c2ccc(Cl)cc2)cc1 (configuration not stated)
 : 5	39	25	23	22	3
O=S(=O)(c1ccc(O)cc1)c1ccc(O)cc1
 : -36&-12	-4&3	-5&-4	-8&-3	1&-5	-8&2
O=[N+]([O-])c1cc(-c2ccc([As](=O)(O)O)cc2)ccc1[As](=O)(O)O
 : 10	-4	-40	4	2	-22
O=c1c(O)c(-c2ccccc2)oc2ccccc12.[Zn+2]
 : -41	28	20	7	-7	25
CC1(C)CN=C(Nc2ccc(F)cc2)S1
 : 19	-22	-18	1	3	-17
C=CCc1c[nH]c(=S)[nH]c1=O.[Hg]
 : 99*	99*	99*	99*	99*	99*
C/C=C/CC1(CC)C(=O)NC(=S)NC1=O
 : 9	14	7	7	4	2
CCC(C)N1CN(c2ccccc2)C2(CCN(CCCC(=O)c3ccc(F)cc3)CC2)C1=O (configuration not stated)
 : -38	16	19	-10	13	-6
Clc1ccc2c(NCCCCN3OC3c3ccccc3)ccnc2c1 (configuration not stated)
 : 11	35	68	49	58	34
CC(=O)[O][Hg][c]1ccc(N)[c]([Hg][O]C(C)=O)c1
 : 99*	99*	100*	100*	100*	99*
c1ccc(NC2=NCCN2)nc1
 : 0	15	62	34	14	25
NC(=O)Cc1ccc([As]=O)cc1 (configuration not stated)
 : 21	15	9	10	20	7
CC(C)CCC1C(=O)NC(=O)NC1=O
 : 8	-1	-15	-6	0	-4
NC(C(=O)[O-])C(=O)[O-].NC1CCCCC1N.[Pt+4]
 : -32	-3	6	-6	7	-18
CCC1(O)C(=O)OCc2c1cc1n(c2=O)Cc2cc3cc(C)ccc3nc2-1 (configuration not stated)
 : 19	65	47	84*	82*	19
COc1ccc([As]=[As]c2ccc(OC)c(I)c2)cc1I (configuration not stated)
 : 100*	100*	100*	100*	100*	100*
O=S(=O)(F)c1ccccc1S(=O)(=O)Cl
 : 16	22	16	-3	12	12
CC1(C)N=C(N)N=C(N)N1c1ccc(CCC(=O)Nc2cccc(S(=O)(=O)F)c2)c(Cl)c1
 : -3	8	68	82*	58	-32
CC(Cc1cccc2c1Nc1ccccc1S2)N(C)CCO (configuration not stated)
 : -5	-30	-29	-41	-60	-25
CN1CN(c2ccccc2)C2(CCN(CCc3cc4ccccc4o3)CC2)C1=O
 : -29	-22	-13	-10	-31	3
O=C1C=C(N2CC2)C(=O)C=C1N1CC1
 : 89*	nt	88*	nt	nt	88*
CCCCc1ccc(C(=O)O)nc1
 : 5	18	10	14	16	-4
COc1ccc2c(ccc3oc([N+](=O)[O-])cc32)c1
 : 85*	84*	80*	91*	86*	68
CN1C(=O)c2ccccc2NC(=O)C12OC2c1ccccc1 (configuration not stated)
 : 10	8	11	18	0	18
CCOP(=O)(OCC)c1ccc(=O)[nH]c1-c1cccs1
 : 11	-2	7	-17	2	-3
S=P(Nc1ccccc1)(Oc1ccccc1)c1ccccc1 (configuration not stated)
 : 91*	93*	93*	94*	94*	92*
C/C(=N\NC(=O)CC#N)C(CN1CCCCC1)C(c1ccccc1)c1c(O)c2ccccc2oc1=O (configuration not stated)
 : 5	23	-10	12	-9	-8
CCOC(=O)C(C#N)c1ccccc1 (configuration not stated)
 : 14	43	18	19	22	-10
C/C=C(\CC)C1(CC)C(=O)NC(=O)NC1=O
 : 9&6	-3&-6	-3&-5	6&12	11&3	0&1
Cc1cc(N(CCCl)CCCl)ccc1C=N/C(C#N)=C(\N)C#N
 : -9	-5	-5	-9	2	-2
CN1C2CCC1CC1(C2)SCCS1
 : 6	4	3	4	2	7
Cc1cccc2c(-c3ccccc3)c3cccc[n+]3cc12
 : -30	11	1	-10	7	3
[NH-]C(CO)C(=O)O.[NH-]C(CO)C(=O)O.[Pd+2] (configuration not stated)
 : -7	16	-6	-4	-9	-6
O=C1NC(=S)NC(=O)C1=CC1CC1
 : 20	30	17	14	23	9
O=C1c2ccccc2-c2cccc3cccc1c23
 : 64&-1	24&-7	-20&-14	1&5	32&-14	10&-2
CCOP(=O)(OCC)O/N=C(/SC)c1ccccc1
 : -6	0	1	-27	16	10
CCOP(=O)(OCC)C1CCC(=O)O1 (configuration not stated)
 : 12	11	-14	-20	-14	11
O=C(O)COc1ccc(Cl)cc1Cl (tested in a mixture with another compound)
 : -19	-1	15	-3	0	-10
COc1ccc(Br)c(/C=C/[N+](=O)[O-])c1
 : 12	88*	100*	100*	100*	95*
O=[N+]([O-])O.[In]
 : -24	65	50	44	12	-2
COc1ccccc1CCN
 : -14	-29	-14	-6	-24	-21
CC(Cc1ccccc1)NC(=O)/C=C/C(=O)O (configuration not stated)
 : -7	12	10	4	6	37
CCOC(=O)N[N+]12CCN(CC1)CC2
 : -13	-11	2	-3	0	-1
O=C(O)c1ccc(CCc2ccc(Cl)c(S(=O)(=O)F)c2)cc1
 : -4	12	2	5	5	15
CC1(C)N=C(N)N=C(N)N1c1cccc(CC(=O)Nc2ccc(S(=O)(=O)F)cc2)c1
 : -23	-9	1	0	7	0
c1ccc(P(CC[As](c2ccccc2)c2ccccc2)CC[As](c2ccccc2)c2ccccc2)cc1
 : 89*	89*	88*	91*	89*	91*
CCCP(=S)(CC)CC
 : -45	-13	-13	19	14	3
COc1cc([N+](=O)[O-])ccc1[As](=O)(O)O
 : -64	-1	9	-4	0	11
CCOP(=O)(OCC)C(C#N)Cc1ccco1 (configuration not stated)
 : -9	2	-14	-24	-19	-4
O=P1(N(CCCl)CCCl)Nc2cc3ccccc3cc2N1
 : -108	-15	-4	-16	-6	-16
c1c2c(cc3c1OCO3)-c1cc3ccc4c(c3c[n+]1CC2)OCO4
 : 5	-52	0	-9	9	-48
O=C(O)CN(CCN(CC(=O)O)CC(=O)O)CC(=O)O.[Ni+2]
 : -15	-20	-12	-23	-29	0
CCOC(=O)NP(=O)(NNc1ccccc1)NNc1ccccc1
 : 98*	98*	99*	99*	100*	99*

Exported field by field: 4 of the compounds above
> COc1ccccc1CCN
  yeast cln2 rad14: -14
  mlh1 rad18: -29
  yeast sgs1 mgt1: -14
  mec2-1: -6
  rad50: -24
  bub3: -21
> O=[N+]([O-])O.[In]
  yeast cln2 rad14: -24
  mlh1 rad18: 65
  yeast sgs1 mgt1: 50
  mec2-1: 44
  rad50: 12
  bub3: -2
> CCOC(=O)N[N+]12CCN(CC1)CC2
  yeast cln2 rad14: -13
  mlh1 rad18: -11
  yeast sgs1 mgt1: 2
  mec2-1: -3
  rad50: 0
  bub3: -1
> CCCP(=S)(CC)CC
  yeast cln2 rad14: -45
  mlh1 rad18: -13
  yeast sgs1 mgt1: -13
  mec2-1: 19
  rad50: 14
  bub3: 3

Additional structures follow.
smiles,yeast cln2 rad14,mlh1 rad18,yeast sgs1 mgt1,mec2-1,rad50,bub3
CCC[CH2][Sn]1([CH2]CCC)[O]CC(CN2CCCC2)[O]1 (configuration not stated),82*,82*,84*,87*,84*,87*
O=C1NC(=O)C(c2ccsc2)C(=O)N1,-40,1,-30,-2,-21,8
COC(=O)C1c2cc(OC)c(OC)cc2C(=O)N2CCc3cc4c(cc3C12)OCO4 (configuration not stated),12,9,1,-15,16,-3
CN(C)P1(=O)OCC(C(C)(C)C)CN1c1ccccc1 (configuration not stated),-22,-14,-3,3,-7,-13
N#CC(OC1OC(COC2OC(CO)C(O)C(O)C2O)C(O)C(O)C1O)c1ccccc1 (configuration not stated),5,8,-1,-9,-1,-5
Cc1ccc(N2C(=O)C3C(C2=O)C2(Cl)C(Cl)=C(Cl)C3(Cl)C2(Cl)Cl)cc1Cl (configuration not stated),-36,10,-1,3,-1,3
CN(C)/N=C(\CCN1CCCC1)CC(c1ccccc1)c1c(O)c2ccccc2oc1=O (configuration not stated),48,50,63,36,55,50
CCN1CN(c2ccccc2)C2(CCN(CC3COc4ccccc4O3)CC2)C1=O (configuration not stated),7,8,3,7,12,24
O=C1CC2(CCNCC2)C(=O)N1N1CCCCC1,7,5,6,12,-2,1
CN1CCC2=C(C1)C(c1ccccc1)c1ccccc12 (configuration not stated),2,-2,-13,-22,-9,7
O=S(=O)(O)O.[W],-6,-9,14,-8,27,18
O=C1C=C2c3ccccc3CC(C(=O)O)C2CC1 (configuration not stated),-23,9,-3,-14,-20,2
O=C(/C=C/c1ccccc1)CCC1C(=O)NC(=S)NC1=O,0,-35,27,3,-4,-17
Cc1ccc(N)cc1N,22,-16,-2,-9,-5,0
CCOP(=O)(OCC)/C(C#N)=C/c1cccc(OC)c1,17,63,46,47,58,31
C1=CC2C=CC(C=C1)[PH+]2c1ccccc1.C1=CC2C=CC(C=C1)[PH+]2c1ccccc1.[C-]#[O+].[C-]#[O+].[C-]#[O+].[Fe] (configuration not stated),26,-5,-7,4,-20,11
O=C(Cc1ccccc1)Oc1ccc2c(-c3ccccc3)c(C(=O)Nc3ccc(Cl)cc3)c(=O)oc2c1,3,13,2,5,7,-23
Cc1sc2cccc[n+]2c1C,-9,-14,-9,-13,6,-3
COc1ccc2c(c1)-c1c(ccc(OC)c1OC(=O)C(=O)c1ccccc1)CC(Cl)N(C)CC2.[O]=[Cr](=[O])([OH])[OH] (configuration not stated),-17,-1,-20,-1,-18,-1
COc1cc2c(cc1OC)-c1c(OC)c(OC)cc3c1[C@H](C2)N(C)CC3,4,2,10,-40,7,-2
SCCSC(c1ccccc1)c1ccccc1,18,25,13,-5,24,15
CN(C)CCCNc1ccnc2c(COC(=O)N(CCCl)CCCl)ccc([N+](=O)[O-])c12,44,85*,74*,54,52,38
[CH3][Sb]1([Cl])[CH2]CC[CH2]1,-3,27,-6,26,0,32
CO[C](=[W])c1ccccc1.[C-]#[O+].[C-]#[O+].[C-]#[O+].[C-]#[O+].[C-]#[O+],2,-4,-2,-1,12,1
C#CCNC1=C(C)C(=O)C2=C(C1=O)[C@H](COC(N)=O)[C@]1(OC)[C@@H]3N[C@@H]3CN21,21,18,7,-26,10,-12
CC[C@@]1(O)C(=O)OCc2c1cc1n(c2=O)Cc2c-1nc1ccccc1c2Cl,82*,46,64,92*,95*,-7
NC(c1ccccc1)C(O)c1ccc(O)cc1 (configuration not stated),-11,-8,10,12,19,1
CC1CCCCC12C(=O)NC(=S)NC2=O (configuration not stated),-2,-21,-9,13,-5,-16
[CH3][Sn]([CH3])([Br])[CH2]CCCBr,99*,99*,99*,100*,99*,99*
COc1cc2c(cc1OC)C13CCN4CC5=CCOC(CC(=O)O)C(C5CC41)C3N2 (configuration not stated),92*!,-34&3,-33&47,-27&26,-41&14,-38&-19
CCC(C)c1ccc(O)cc1 (configuration not stated),-16,-5,-6,-3,4,-5
CN1C2COCC1CC(=O)C2,-35,-3,-10,-13,-3,-19
O=C(Nc1ccccc1)c1c(O)[nH]c(=O)[nH]c1=O,10&20,26&1,29&-5,7&-20,16&-14,-7&-17
N#CCc1ccc(Br)cc1,-17,6,6,1,0,-15
CCC1C(=O)OCC1Cc1cnc[nH]1 (configuration not stated),8,1,-6,-7,3,2
C[CH2][Sn]1([CH2]C)[O]C(=O)CC(=O)[O]1,66,16,38,71*,48,59
C=C(CO)C(=O)OC1CC(=C)C2CC(O)C(=C)C2[C@H]2OC(=O)C(=C)C12 (some centres not stated),11,18,29,33,16,17
NC1CCCCC1.[O]=[Ge].[O]=[Ge].[O]=[Ge][OH].[O]=[Ge][OH],13,5,-11,-11,-27,13

High-throughput results: PubChem BioAssay, NCI
